# Compound activity from PubChem BioAssay.
# SRC1 TRFRET art – TR-FRET artefact, counter-screen to PPARgamma/SRC-1 agonist assay | TR-FRET detection artefact counter-screen, emission ratio; stronger effect = higher value | TR-FRET ratio at 8 µM | hit rate 0.34% among 99,000; in the data active = TR-FRET ratio above about 2300; note: inactives centre near 1800; reference of the scale not given here
# SRC3 TRFRET art – TR-FRET artefact, counter-screen to PPARgamma/SRC-3 agonist assay. PPARgamma/SRC-3 format; stronger effect = higher value. TR-FRET ratio at 8 µM. hit rate 0.39% among 99,000; in the data active = TR-FRET ratio above about 2000; note: inactives centre near 1600; reference of the scale not given here
# * = called active by the depositor; & = joins results of further samples.
SMILES,SRC1 TRFRET art,SRC3 TRFRET art
Cc1ccc(NC(=O)c2c(C)nc3sc(C(=O)NC4CCCC4)c(N)c3c2-c2ccco2)c(C)c1,1630,1454
Cc1[nH]c2ccccc2c1/C=N/NC(=O)CCC(=O)Nc1ccccc1,1610,1559
CCN(c1ccc(OCC(=O)OCC(=O)Nc2ccc(F)c(F)c2F)cc1)S(=O)(=O)c1ccccc1,2135,1623
CC(=O)Nc1ccc(NC(=O)C(C)n2nc(C)c([N+](=O)[O-])c2C)cc1 (stereo not drawn),1851,1657
COc1ccc(N=C2NC(=O)CS2)c([N+](=O)[O-])c1,1865,1505
Cc1ccc(C)c(NC(=O)Cn2cnc3c(oc4ccccc43)c2=O)c1,2005,1421
CC(C)(C)C1CCC(=NNC(=O)c2ccc(Br)o2)CC1 (stereo not drawn),1799,1793
Cc1cc([N+](=O)[O-])ccc1NC(=O)CSc1nccc(=O)[nH]1,1893,1663
O=C(Nc1cccc(F)c1)c1ccc(Br)o1,1508,1477
CC(Oc1ccc(Cl)cc1)c1ccn[nH]1 (stereo not drawn),1730,1365
CC(C)(C)CC(C)(C)NCC(=O)Nc1c2c(nc3ccccc13)CCC2,1734,1475
CN(c1ccccc1)S(=O)(=O)c1ccc(Cl)c(C(=O)OCC(N)=O)c1,1906,1683
CCOC(=O)C1(CCCc2ccccc2)CCN(C(=O)c2cncs2)CC1,1799,1517
COc1ccc(/C=N/N=C/c2c[nH]c(=O)c(C#N)c2Nc2ccccc2)cc1,1810,1461
CC(C)CNC(=S)N1CCC(c2nc(-c3ccc(F)cc3)no2)CC1,1753,1235
Cc1cc(C)c(S(=O)(=O)N2CCCCCC2)cc1Br,1978,1629
Cn1c(SCC(=O)Nc2ccccc2)nc2c([nH]c3ccccc32)c1=O,1788,1789
Cc1ccc(C(=O)OCC(=O)Nc2cccc(S(=O)(=O)NC3=NCCCCC3)c2)c(C)c1,1819,1646
COc1ccc(-c2[nH]c(-c3ccc(SC)cc3)nc2SCC(=O)Nc2nccs2)cc1,1831,1460
O=[N+]([O-])c1ccc(S(=O)(=O)CC(CN2CCOCC2)N2CCOCC2)cc1 (stereo not drawn),1476,1751
C/C(=C/C(=O)Nc1cccc(F)c1)N1CCCC1,1899,1540
OCCNc1nc(-c2ccccc2)c2cc(Cl)ccc2n1,1712,1605
CCOc1ccc(CNC(=O)c2ccc(Sc3ccc(Cl)cc3)c(NC(C)=O)c2)cc1OC,1818,1617
COC(=O)c1cc(NC(=O)c2nn(C)c(=O)c3ccccc23)cc(C(=O)OC)c1,1842,1596
Cc1ccc2c(c1)CN1CN2Cc2cc(C)ccc21,1541,1738

# Gathered by group, the compounds so far containing four or more nitrogen atoms (8)
SMILES,SRC1 TRFRET art,SRC3 TRFRET art
Cc1ccc(NC(=O)c2c(C)nc3sc(C(=O)NC4CCCC4)c(N)c3c2-c2ccco2)c(C)c1,1630,1454
Cc1[nH]c2ccccc2c1/C=N/NC(=O)CCC(=O)Nc1ccccc1,1610,1559
CC(=O)Nc1ccc(NC(=O)C(C)n2nc(C)c([N+](=O)[O-])c2C)cc1 (stereo not drawn),1851,1657
Cc1cc([N+](=O)[O-])ccc1NC(=O)CSc1nccc(=O)[nH]1,1893,1663
COc1ccc(/C=N/N=C/c2c[nH]c(=O)c(C#N)c2Nc2ccccc2)cc1,1810,1461
CC(C)CNC(=S)N1CCC(c2nc(-c3ccc(F)cc3)no2)CC1,1753,1235
Cn1c(SCC(=O)Nc2ccccc2)nc2c([nH]c3ccccc32)c1=O,1788,1789
COc1ccc(-c2[nH]c(-c3ccc(SC)cc3)nc2SCC(=O)Nc2nccs2)cc1,1831,1460

# (listing goes on)
SMILES,SRC1 TRFRET art,SRC3 TRFRET art
O=C(O)CCc1nn2c3ccccc3n(Cc3ccccc3F)c2nc1=O,1717,1324
CCCCCCn1nc(C(=O)OCC(=O)NC2CCS(=O)(=O)C2)c2ccccc2c1=O (stereo not drawn),1483,1394
CN1CCC(OC(c2ccccc2)c2ccccc2)CC1,1660,1608
CNC(=O)c1cc2c(s1)-c1ccccc1CC2,1751,1672
Cn1c(SCC(=O)c2ccc(F)cc2)nnc1-c1cccnc1,1743,1422
CCOc1ccc2nc(NCCNC(=O)C(C)C)c(C)cc2c1,1841,1505
CC(=O)NS(=O)(=O)c1ccc(NC(=O)c2cc(-c3ccc(C)cc3)nc3ccccc23)cc1,2086,1746
O/N=C1/C2C3C(Br)C4C5CC(C1C53)C24 (stereo not drawn),1731,1353
CCOC(=O)C1CCN(C(=O)CSc2nccc(C)n2)CC1,1896,1745
Cc1ccc(NC(=O)c2sc(Cl)nc2C)c(C)c1,1703,1477
O=C(CCl)N1N=C(c2ccco2)CC1c1cccs1 (stereo not drawn),2060,1520
Cc1ccc2nc(SCC(=O)NCc3cccs3)[nH]c2c1,1837,1712
CN(C)S(=O)(=O)c1ccc(Cl)c(NC(=O)COC(=O)[C@@H]2CCCN2C(=O)c2cccs2)c1,1976,1608
O=C(COc1ccccc1[N+](=O)[O-])c1ccccc1,1547,1457
CC(=O)c1cnc2n(c1=O)CCS2,1861,1697
CCc1ccc(NC(=O)C(=O)c2cn(CC(=O)N3CCCCC3)c3ccccc23)cc1,1936,1738
CN(C)S(=O)(=O)c1ccc(Cl)c(NC(=O)CN2CCC(Cc3ccccc3)CC2)c1,1821,1691
CCNC(=S)N(Cc1cc2cc(C)c(C)cc2[nH]c1=O)C1CCCC1,1924,1456
COc1cc(/C=N/N(C)C)ccc1OC(=O)c1ccco1,1974,1682
COc1ccc(OCC(=O)Nc2nccs2)cc1,1648,1632
Cc1ccc[n+](CC(=O)Nc2c(Cl)cc(Cl)cc2Cl)c1,1611,1485
CC(C)NC(=O)c1ccccc1NC(=O)Cc1ccc(Br)cc1,1774,1631
O=c1c2ccccc2nc2n1C(CSc1ccc(F)cc1)CS2 (stereo not drawn),1768,1630
O=C(CCNC(=O)c1ccco1)Nc1ccc(Cl)cc1,1970,1794
N#CCSc1nc2ccccc2c(=O)n1CC1CCCC1,1588,1456

# Complete entries from above. Order of screens: SRC1 TRFRET art | SRC3 TRFRET art
# Entry for `COc1cc(/C=N/N(C)C)ccc1OC(=O)c1ccco1` → 1974 | 1682
# Entry for `CCCCCCn1nc(C(=O)OCC(=O)NC2CCS(=O)(=O)C2)c2ccccc2c1=O` (stereo not drawn) → 1483 | 1394

# Among those listed so far, 2 have a tert-butyl group.
SMILES,SRC1 TRFRET art,SRC3 TRFRET art
CC(C)(C)C1CCC(=NNC(=O)c2ccc(Br)o2)CC1 (stereo not drawn),1799,1793
CC(C)(C)CC(C)(C)NCC(=O)Nc1c2c(nc3ccccc13)CCC2,1734,1475

# Next records follow.
SMILES,SRC1 TRFRET art,SRC3 TRFRET art
COc1ccc(-c2oc3ccccc3c(=O)c2OC(C)=O)cc1,1731,1354
Cc1ccc(N(CC(=O)NC2CCCCC2)C(=O)Cn2nnc(-c3ccc(C)o3)n2)cc1,1735,1752
Clc1ccccc1Nc1nc(-c2cccnc2)cs1,1808,1791
CC1(C)CC(C(CCN(Cc2ccccc2)C(=O)c2ccco2)c2ccc(F)cc2)CCO1 (stereo not drawn),1704,1553
O=C(CCc1c[nH]c2ccccc12)N/N=C/c1ccc2c(c1)OCO2,1601,1503
CN1CCC(NC(=S)NC2CC2)CC1,1830,1413
CCCC(C)NC(=O)c1ccc(OCc2ccc(Cl)cc2)c(OC)c1 (stereo not drawn),2154,1723
CSc1nc2[nH]c3c(c2c2ncnn12)CCCC3,2061,1437
O=C(Cn1nnc(-c2ccc(F)cc2)n1)Nc1ccc2c(c1)OCCO2,1856,1310
O=[N+]([O-])c1ccccc1NC(=S)N/N=C/c1ccc(O)c(O)c1,1679,1780
COc1cc(CN(C(=S)NCC(=O)N2CCCC2)C2CCCC2)cc(OC)c1OC,1805,1723
CCOCCCNC(=O)CCC(=O)NNc1nc2ccccc2c2nc(-c3ccccc3)nn12,1790,1549
Cc1ccc(NC(=S)NNC(=O)c2ccc(N3CCOCC3)c([N+](=O)[O-])c2)cc1Cl,1925,1661
NC(=O)c1ccc(NC(=O)C2CC2)cc1,1606,1728
CCOC(=O)C1=C(C)N=c2s/c(=C\c3ccc(OC(C)=O)cc3)c(=O)n2C1/C=C/c1ccccc1 (stereo not drawn),1905,1447
Nc1cccnc1-n1nc(C(F)(F)F)cc1C(F)(F)F,1949,1592
CCOC(=O)C1CCN(C(=O)CN(c2ccc(Oc3ccccc3)cc2)S(C)(=O)=O)CC1,1582,1494
O=C(CSc1ccc(-c2ccccn2)nn1)N1CCCCC1,1728,1530
CCOc1ncccc1C(=O)OCc1c(F)cccc1Cl,1557,1502
CN(C)CCC(c1ccc(Cl)cc1)c1ccccn1 (stereo not drawn),1688&1915,1389&1615
COc1cc(C(C)=O)ccc1Oc1ncnc2c1cnn2-c1ccc(C)c(C)c1,1681,1388
CC(C)(C)C(=O)NC(n1cnc2c(N3CCOCC3)ncnc21)C(Cl)(Cl)Cl (stereo not drawn),1910,1784
Cc1cc2c(ncn2C(C)C)c(NS(=O)(=O)c2ccc(F)cc2)c1C,1562,1606
COC(=O)CCCC(=O)N1CCCC(CCC(=O)NCc2ccc(F)c(F)c2)C1 (stereo not drawn),1849,1657
CCN(CC)c1ccc(NC(=O)c2ccc3c(c2)c(C)c(C)n3C)cc1,1798,1516

# Following part:
SMILES,SRC1 TRFRET art,SRC3 TRFRET art
COc1ccccc1NS(=O)(=O)c1ccc(Cl)c(NC(=O)C(C)N2C(=O)c3ccccc3C2=O)c1 (stereo not drawn),1956,1762
COc1ccc(Br)c2oc(SC)cc(=O)c12,1795,1578
CCOc1ccc(C2CC(c3ccc(CC)cc3)Nc3nc(N)nn32)cc1 (stereo not drawn),1840,1657
NC1=NC2CS(=O)(=O)CC2S1 (stereo not drawn),1902,1504
O=C(CCc1nc2ccccc2c(=O)[nH]1)NC1CCN(Cc2ccccc2)CC1,1679,1347
O=C(NC(=S)Nc1ncccn1)c1ccc(Cl)cc1Cl,1887,1493
CN1C(=O)/C(=C/c2ccccc2Cl)Sc2ccc(C(=O)NCc3cccnc3)cc21,1933,1662
O=C(c1cc(C(=O)c2ccco2)cc(C(=O)c2ccco2)c1)c1ccco1,1752,1601
CCOC(=O)c1c(NC(=O)CC2SC(N)=NC2=O)sc2c1CCC(C)C2 (stereo not drawn),1704,1454
CCCCNC(=O)c1[nH]c(C)c(C(C)=O)c1C,2020,1334
CNC(=O)c1ccc(NC(=O)/C=C/c2cccc(F)c2)cc1,2028,1873
C[N+]1(CC(=O)NNc2c3ccccc3nc3ccccc23)CCOCC1,1939,1729
COc1ccccc1OCCCOc1c(C)cc(C)cc1Br,1754,1477
COc1ccc(C(=O)COC(=O)C2CCCN2C(=O)C23CC4CC(CC(C4)C2)C3)cc1 (stereo not drawn),1635,1496
N/C(=N\OC(=O)c1ccc2ccccc2c1)c1ccncc1,1863,1510
CCc1nnc(NC(=O)c2ccc(-c3ccccc3F)o2)s1,2003,1548
COc1ccccc1N1CCN(/N=C/c2cccc(OC)c2OC)CC1,1810,1475
Cc1ccccc1-n1ncc(C(C)NC(=O)c2ccco2)c1C (stereo not drawn),1843,1682
Cc1ccc([N+](=O)[O-])c(OCCCN2CCCCCC2)c1,1730,1824
NCC(c1ccccc1)c1c[nH]c2ccccc12 (stereo not drawn),1926,1489
Cc1ccc(NC(=O)c2oc3ccccc3c2C)c([N+](=O)[O-])c1,1970,1626
O=C(c1cnc2ccccn2c1=O)N1CCCc2ccccc21,1707,1704
COC(=O)CCC(=O)Nc1sc(Cc2ccccc2)c(C)c1C(N)=O,1903,1871
C/C(Cc1ccccc1)=N\NC(=O)c1cccnc1,1537,1462
Cc1ccc2nc3c(cc(C#N)c(=N)n3Cc3cccnc3)c(=O)n2c1,1879,1649

# Following part.
SMILES,SRC1 TRFRET art,SRC3 TRFRET art
CCOC(=O)N1CCN(C(=O)COc2cccc3c2CCN(Cc2ccccc2C)C3=O)CC1,1986,1624
C(=C\c1ccco1)/c1nc2ccccc2[nH]1,1724,1453
CN(CCO)CCOCCOc1cccc2ccccc12,1821,1507
Nc1nc(NCCO)nc(NCC2CCCO2)c1[N+](=O)[O-] (stereo not drawn),1735,1597
Cn1c(N/N=C2\CCCc3ccccc32)nc2c1c(=O)n(Cc1ccc(F)cc1)c(=O)n2C,1919,1468
NC(CSCc1cccc(Br)c1)C(=O)O (stereo not drawn),1902,1582
CCN(CC)C(=S)SCC(=O)Nc1nc(=O)c2ccccc2s1,1495,1392
Cc1ccc(S(=O)(=O)Nc2ccc3c(c2)n(C)c(=O)n3C)c(C)c1,1982,1517
S=C(NCc1ccccc1)N1CCc2ccccc2C1,1876,1453
CCOCCCNC(=O)Cn1cnc2sc(C)c(S(=O)(=O)N3CCN(c4ncccn4)CC3)c2c1=O,2216,1654
CCCOc1ccc(-c2nn(-c3ccccc3)cc2/C=C2\SC(N)=NC2=O)cc1,1879,1677
N#C/C(=C\c1ccc(C#N)cc1)C(=O)N1CCCC1,1573,1492
CC(=O)N1CCC(=NNc2ccnc3cc(Cl)ccc23)CC1,1743,1489
CSCC[C@H](NC(=O)c1ccc(Cl)c([N+](=O)[O-])c1)c1nc2ccccc2[nH]1,1522,1340
O=C(N/N=C/c1c(O)ccc2ccccc12)c1cccc(C(F)(F)F)c1,2004,1691
O=C1C2C3CCC(C3)C2C(=O)N1Cc1ccco1 (stereo not drawn),1489,1601
COCCCN=Cc1c(C)[nH]n(-c2ccc(Br)c(C)c2)c1=O,1858,1629
C#CCOCCOCCOCCNc1nc(N2CCN(C(=O)Cn3cc(CCCCN)nn3)CC2)nc(N2CCN(C(=O)Cn3cc(CC(C)O)nn3)CC2)n1 (stereo not drawn),1743,1556
Cn1c(=O)c2c(nc(NNC(=O)C(F)(F)F)n2C)n(C)c1=O,1872,1639
CSc1nsc(/C=C/Nc2ccc(C)c(C)c2)c1C#N,2059,1799
CCOC(=O)/C(C#N)=C1/C(=O)N(Cc2ccccc2)c2ccccc21,1647,1320
CCCn1c(NC(=O)c2ccc(F)cc2)nc2ccccc21,1892,1516
COc1cc(/C=N/NC(=O)CN2CCCCC2)ccc1OCc1ccc(Br)cc1,1726,1451
CC1=C(C(=O)Nc2cc(C)ccn2)C(c2cnn(C)c2)C2=C(CC(c3ccccc3)CC2=O)N1 (stereo not drawn),1980,1439

# An excerpt; the hit share may differ from the screen's.
